HT1080 IDH1KD tx = kills HT-1080 cells with IDH1 knockdown | HT-1080 IDH1 knockdown viability, ATP luminescence, 48 h | Potency, µM (top dose mostly 46.1 µM), for the others: at the top dose activity, negative = toxicity, hits mostly cytotoxic | hit rate 2% among 360,000;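 further: potency means the concentration at half of the fitted maximal effect; 0% = DMSO wells and -100% = cell-free medium wells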
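After a 2 h attachment period, IDH1KD HT-1080 cells took pin-transferred compound for 48 h at 37 °C; ATP-based luminescence after 10 min room-temperature reagent incubation reported viability.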
MCF10A rereplic = inducers of DNA re-replication in MCF 10A breast cells. hit rate 2.9% among 350,000. Potency, µM (titrated, usually from 46.1 µM), for inactives: top-dose activity, positive = re-replication, actives largely listed as activators. AID 624296. MCF 10A DNA re-replication, Hoechst nuclear intensity, 48 h; further: potency means the concentration at half of the fitted maximal effect; % of control where 0% means no effect; nearly all actives have a fitted effect of over 50% in size
IL-1B inflam inh = blocks inflammasome-driven IL-1 beta release | AID 743279 | activity change, % at 57.5 µM | hit rate 4.7% among 360,000 | THP-1 LPS/ATP IL-1B secretion, AlphaLISA, 16 h; hits give low values; in the data active means activity change below about -50%; inconclusive means mostly about -30% to -49%; further: on the % scale 0 is the no-effect control and ±100 the full control effect
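Secreted IL-1B measured by AlphaLISA bead assay after 16 h compound exposure of THP-1 cells; compounds (final up to 57.5 uM) added 1 h before LPS (250 ng/mL) and ATP (1.25 mM) stimulation; lower signal means less secretion.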
SW480 rereplic = inducers of DNA re-replication in SW480 colon cancer cells; Potency, µM (top dose mostly 46.1 µM), inactives show at the highest dose re-replication activation, usual class: activators; hit rate 1.8% among 340,000; SW480 DNA re-replication, Hoechst DNA content imaging, 48 h; AID 624297; further: potency means the concentration at half of the fitted maximal effect; % of control where 0% means no effect; nearly all actives have a fitted effect of over 55% in size
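Hoechst fluorescence of nuclei (405 nm excitation, 500-530 nm emission) measured by plate-scanning imager after 48 hr compound exposure at 37 C; re-replication scored as increased number of nuclei with elevated intensity.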
KB-3-1 cytotox = KB-3-1 parental cell cytotoxicity; hit rate 1.4% among 400,000; KB-3-1 viability, CellTiter-Glo ATP luminescence, 72 h; Potency, µM (top dose mostly 46.1 µM), for the others: at the highest dose activity change, negative = cytotoxic, actives largely listed as cytotoxic; further: potency means the concentration at half of the fitted maximal effect; on the % scale 0 is the no-effect control and ±100 the full control effect; nearly all actives have a fitted effect of over 60% in size
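Parental KB-3-1 viability, qHTS format: 72 h compound exposure, 37 °C; CellTiter-Glo; media-only wells and DMSO plates as controls; concentration-effect fits on corrected data.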
KB-V1 cytotox = kills drug-selected multidrug resistant KB-V1 cells; KB-V1 MDR cells viability, CellTiter-Glo, 72 h; Potency, µM (highest dose often 46.1 µM), inactives show top-dose activity change, negative = cytotoxicity, usual class: cytotoxic; hit rate 3.4% among 400,000; further: potency means the concentration at half of the fitted maximal effect; on the % scale 0 is the no-effect control and ±100 the full control effect; nearly all actives have a fitted effect of over 60% in size
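In this primary screen, KB-V1 cells overexpressing P-gp are incubated with library compounds (lowest to highest concentration) for 72 h at 37 degrees C before a luminescent ATP viability read.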
ATXN2 expr inh = inhibitors of ATXN2 expression. HEK-293 ATXN2-luciferase reporter, luminescence, 24 h. AID 1745845. Potency, µM (series often up to 57 µM), inactives show at the top dose activity change, negative = inhibition, most hits filed as inhibitors. hit rate 0.72% among 360,000; further: potency means the concentration at half of the fitted maximal effect; on the % scale 0 is the no-effect control and ±100 the full control effect; nearly all actives have a fitted effect of over 55% in size
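ATXN2-luciferase reporter cells (luciferase flanked by upstream and downstream ATXN2 gene portions) were treated 24 h at 37 °C with compounds at up to 57 uM. SteadyGlo luminescence gave expression; GF-AFC fluorescence gave viability.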
ATXN viability = cell viability loss in ATXN counter-screen. S2 cells (HEK-293 line with an ATXN2-luciferase reporter) viability, CellTiter-Fluor protease fluorescence, 24 h. Potency, µM (series often up to 56.7 µM), actives largely listed as cytotoxic. hit rate 0.49% among 400,000. AID 651635; further: potency means the concentration at half of the fitted maximal effect; nearly all actives have a fitted effect of over 40% in size
HT1080-NT tox = kills 2HG-producing HT-1080-NT fibrosarcoma cells. HT-1080-NT fibrosarcoma viability, CellTiter-Glo ATP luminescence, 48 h. Potency, µM (series often up to 46.1 µM), without a hit: at the highest dose activity, negative = less viability, most hits filed as cytotoxic. hit rate 1.6% among 360,000;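 further: NT is the 2HG producing partner of a matched IDH1 knockdown line; potency means the concentration at half of the fitted maximal effect; 0% = DMSO-treated cells and -100% = media-only wells without cells; nearly all actives have a fitted effect of over 55% in size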
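Toxicity toward the 2HG-producing NT line was scored as %Activity, normalised to DMSO and no-cell wells, from CellTiter-Glo luminescence after 48 hours' treatment.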
* = called active by the depositor; i = inactive; ? = inconclusive; . = not tested or not shown; & = joins results of further samples; [ ] = dose if it differs, or a comment. Unless noted, the call rests on the fitted dose curve; in most records, active means well fitted curve in the direction sought with a large enough effect; inconclusive means small, poorly fitted or top-dose-only effect, or another doubt; inactive means no such curve, though single readings can be large; an effect the other way counts as inactive or inconclusive.

SMILES	HT1080 IDH1KD tx	MCF10A rereplic	IL-1B inflam inh	SW480 rereplic	KB-3-1 cytotox	KB-V1 cytotox	ATXN2 expr inh	ATXN viability	HT1080-NT tox
CCCCCOc1ccc(Cn2c(=O)oc3ccccc32)cc1	.	.	.	.	6%	15%	12%	i	.
CC1=NN(c2nc(-c3ccc(Cl)cc3)cs2)C(=O)C1	-6%	?	-13	0%	-10%	?	0%	i	-2%
O=C(NCc1ccco1)c1cc(-c2ccncc2)nc2ccccc12	-3%	-17%	-4	4%	6%	7%	-6%	i	19%
CS(=O)(=O)N(CC(=O)N1CCN(Cc2ccccc2)CC1)C1CCCCC1	18%	-12%	11	-2%	5%	-17%	-3%	i	12%
CCNC(=S)N1CCN(c2cccc(C(F)(F)F)c2)CC1	0%	3%	-25	5%	15%	2%	0%	i	4%
CCOc1ccccc1N1C(=O)CC(Nc2ccc(N3CCOCC3)cc2)C1=O (stereo not drawn)	2%	-12%	-4	7%	5%	18%	-11%	i	7%
COc1cc(C(F)(F)F)nc2ccc(C#CCOC(=O)Nc3ccccc3)cc12	-8%	?	-15	13%	?	0%	-12%	i	?
Cc1nn(CC(=O)N2CCC(C)CC2)c(=O)c2cccn12	-7%	-2%	-19	6%	0%	0%	.	i	-6%
N#Cc1c(NC(=O)CSc2nnnn2C2CCCC2)sc2c1CCCC2	-16%	10%	5	1%	3%	-4%	3%	i	2%
Cc1cc(C(=O)CSc2nncs2)c(C)n1-c1c(C)n(C)n(-c2ccccc2)c1=O	5%	4%	21	-1%	11%	14%	28%	i	6%
CC1(C)CC(=O)c2cc(C(=O)Nc3ccc(Br)cc3)c(=O)[nH]c2C1	.	.	.	.	6%	4%	30%	i	.
CNS(=O)(=O)c1cn(CC(=O)Nc2cccc(OC)c2)cc1S(=O)(=O)NC	.	.	.	.	-2%	?	-3%	i	.
CC(=O)CSc1nc(N)c(C#N)c(-c2cccs2)c1C#N	?	?	9	0%	2%	18µM*	-19%	i	-24%
O=C(CCS(=O)(=O)c1ccc(Cl)cc1)N1CCN(c2ccc(F)cc2)CC1	-2%	28%	-21	-5%	-19%	16%	-20%	i	-3%
O=C(N/N=C\c1ccc(Cl)cc1)C1=NOC2COC3(CCN(c4ccc([N+](=O)[O-])cc4)CC3)OCC12 (stereo not drawn)	0%	7%	0	-18%	?	?	?	i	-24%
CN(Cc1ccccc1)C(=O)COC(=O)c1ccc(Cl)cc1N	2%	7%	1	-7%	2%	-25%	12%	i	-9%
COCc1c(C(=O)OCC(=O)Nc2ccc(OC(F)F)cc2)oc2ccccc12	7%	2%	-7	?	10%	0%	3%	i	2%[9.24 µM]
CCC(C)CCN1CCN=C1N(C)C (stereo not drawn)	1%	23%	7	-79%[inhibitor]	7%	17%	2%	i	1%
O=C(Cc1ccc(Br)cc1)N1CCc2ccccc2C1	7%	9%	-14	-1%	-1%	?	.	i	1%
CC1CN(CC(=O)Nc2ccc(S(N)(=O)=O)cc2)CC(C)O1 (stereo not drawn)	16%	-2%	2	-3%	-2%	?	-16%	i	25%
N#CCc1c(C#N)c(N)nc(N2CCCC(O)C2)c1C#N (stereo not drawn)	3%	?	-5	-44%[inhibitor]	4%	13%	.	?	7%
CCNC(=O)NC(=O)C(C)OC(=O)c1oc2ccc(OC)cc2c1C (stereo not drawn)	3%	5%	-11	1%	11%	-28%	1%	i	1%
CC(=O)N1N=C(c2ccncc2)OC1(Cc1ccccc1)Cc1ccccc1	-9%	6%	?	-6%	-4%	?	.	i	-11%
CN(CCc1ccccn1)C(=S)NC(=O)c1ccco1	9%	-6%	21	-11%	2%	-3%	1%	i	6%
CCOC(=O)N1CCc2c(sc3nc4n(c(=O)c23)N=C(c2ccc(OC)cc2)CS4)C1	23%	5%	24	17%	15%	17%	-4%	?	5%
O=C(COC(=O)CCNS(=O)(=O)c1ccccc1)NC(=O)c1ccccc1	4%	-4%	15	0%	13%	26%	10%	i	9%
O=C(Nc1cc(S(=O)(=O)N2CCOCC2)ccc1N1CCCC1)c1cccnc1Cl	0%	1%	6	4%	1%	0%	5%	i	12%
Cc1ccccc1NC(=O)Cc1cn(C)c2ccccc12	15%	16%	-7	6%	11%	1%	7%	i	5%
CCn1c(C)c(C(C)=O)c(N2CCCC2)nc1=S	14%	-128%[0.0737 µM]	-11	6%	-24%	24%	4%	i	0%
O=C(Nc1ccc(C2SCCS2)cc1)c1ccccc1	-15%	-3%	-2	-3%	-2%	1%	31%[activator]	i	-1%
CC(C)C[C@H]1CNC(=O)C(=O)N1C[C@H]1CCCN1C[C@H](Cc1ccc(O)cc1)N1C[C@H](CC(C)C)N(CC2CCCCCC2)C(=O)C1=O	?	.	-61*	.	-8%	3%	-5%	?	?
COCCNC(=O)c1ccc(Cn2c(=S)[nH]c3cc4c(cc3c2=O)OCO4)cc1	1%	11%	64	-10%	4%	-22%	5%	i	7%
O=c1[nH]c(-c2ccc(Cl)cc2)nc(=S)[nH]1	7%	0%	14	-2%	5%	14%	.	i	12%
CCOc1ccc(Nc2nc(Cc3nnc(SCC(=O)NCC4CCCO4)n3C)cs2)cc1 (stereo not drawn)	8%	-9%	-13	-1%	13%	2%	1%	i	9%
CCOc1ncccc1C(=O)OCC(=O)c1cccc(Br)c1	-2%	1%	3	1%	1%	3%	-11%	i	2%
O=C(NCCCNC(=O)c1cnccn1)c1ccc(Cl)cc1	7%	-18%	15	-30%	-11%	15%	5%	i	8%
O=C(O)CCCn1cc(NC(=O)COc2ccccc2F)cn1	7%	-7%	4	-9%	-8%&-7%	?	9%&7%	i	22%
CCOC(=O)C1=C(C)NC2=C(C(=O)CCC2)C1c1cn(Cc2ccc(Cl)cc2Cl)nc1-c1ccccc1 (stereo not drawn)	?	?	?	2.8µM*	16µM*	?	-17%	i	?
COc1ccc(/C(C)=N/Nc2ccccc2Cl)c(O)c1	?	2%	38	2%	1%	-17%	80%[activator]	i	-20%
COC(=O)c1ccc(NC(=O)CSc2nc3[nH]ncc3c(=O)[nH]2)cc1	-4%	7%	-3	11%	0%	?	2%	i	-4%
O=C(CNc1cccc(C(F)(F)F)c1)N/N=C/c1cccc(Br)c1	15%	21µM*	-16	0%	-2%	5%	-6%	i	22%
N=c1c(C(=O)NC2CCCC2)cc2c(=O)n3ccccc3nc2n1CCN1CCOCC1	15%	?	5	2.8µM*	-14%	9%	-18%	i	17%
COc1ccc(CCNC(=O)c2cnc3sc(N4CCOCC4)nn3c2=O)cc1OC	.	.	.	.	-1%	0%	10%	i	.
CC1(C)C(Cl)C(=O)C(C(=O)c2ccccc2)C(=O)C1Cl (stereo not drawn)	-1%	0%	23	2%	22%	0%	0%	i	-13%
CC(C)(C)C1CCc2sc(-c3nnc(CCl)o3)cc2C1 (stereo not drawn)	5%	?	?	?	-8%	9%	?	?	5%

3 entries from above in a different format:
Every second line gives: HT1080 IDH1KD tx, MCF10A rereplic, IL-1B inflam inh, SW480 rereplic, KB-3-1 cytotox, KB-V1 cytotox, ATXN2 expr inh, ATXN viability, HT1080-NT tox
CC(=O)CSc1nc(N)c(C#N)c(-c2cccs2)c1C#N
 : ?, ?, 9, 0%, 2%, 18µM*, -19%, i, -24%
O=C(CCS(=O)(=O)c1ccc(Cl)cc1)N1CCN(c2ccc(F)cc2)CC1
 : -2%, 28%, -21, -5%, -19%, 16%, -20%, i, -3%
O=C(N/N=C\c1ccc(Cl)cc1)C1=NOC2COC3(CCN(c4ccc([N+](=O)[O-])cc4)CC3)OCC12 (stereo not drawn)
 : 0%, 7%, 0, -18%, ?, ?, ?, i, -24%

(cont.)
SMILES	HT1080 IDH1KD tx	MCF10A rereplic	IL-1B inflam inh	SW480 rereplic	KB-3-1 cytotox	KB-V1 cytotox	ATXN2 expr inh	ATXN viability	HT1080-NT tox
Cc1ccc2nc(-c3ccncc3)cc(C(=O)Nc3ccc(F)cc3C)c2c1	11%	?	i	-6%	?	-27%	?	?	0%
CCn1cc(/C=C2\SC(=O)N(CC(=O)Nc3ccc4c(c3)OCO4)C2=O)c2ccccc21	9%	-15%	-12	-1%	-9%	16%	1%	i	12%
Cc1ccsc1/C=N/NC(=O)Nc1ccccc1	1%	-2%	-3	0%	-4%	8%	45%[activator][11.3 µM]	i	15%
COC(=O)c1ccc(NC(=O)c2cc3cc(C)ccc3n2C)cc1	.	.	.	.	9%	24%	-5%	i	.
O=C(O)[C@@H]1CCCN1c1ncnc2sc3c(c12)CCC3	10%	-1%	8	3%	-3%	29%	1%	i	13%
Clc1cccc(C2=NOC(c3nnc(-c4ccccc4)o3)C2)c1 (stereo not drawn)	-18%	?	-1	-57%[inhibitor]	10%	8%	-13%	i	-5%
C=CCN(CC=C)C(=O)C[n+]1ccc(C(N)=O)cc1	8%	-2%	14	-31%[inhibitor]	3%	18%	.	i	6%
CCOC(=O)[C@@H]1[C@H]2COc3ccc(Br)cc3[C@H]2N2C(=O)N(c3ccc(F)cc3)C(=O)[C@]12C	0%	-3%	-1	?	-8%	2%	-7%	i	-11%
N#Cc1c2c(c(NCCN3CCOCC3)n3c1nc1ccccc13)CCCC2	-1%	-1%	-23	3%	6%	-17%	-18%	i	-1%
CCCNC(=O)c1ccc(C2SCC(=O)N2CCc2ccccc2)cc1 (stereo not drawn)	-6%	-1%	-4	-692%[inhibitor]	1%	?	-22%	i	-6%
CC1=CC2=NC(=O)/C(=C\c3cccn3CCOc3cc(C)ccc3C)C(=N)N2O1	?	?	-22	?	-14%	?	-27%	i	?
COc1ccc(NS(=O)(=O)c2cn(C)cn2)cc1	14%	-1%	13	-4%	0%	?	-10%	i	18%
COc1cc(/C=N/NC(=O)c2ccc3c(c2)OCO3)ccc1O	-7%	-48%	14	1%	-2%	-4%	19%	i	-11%
CCOc1ccc(NS(=O)(=O)c2ccc(C)c(C(N)=O)c2)cc1	0%	-3%	16	5%	-7%	9%	-22%	?	-4%
COc1ccc(CNC(=O)COC(=O)CN2C(=O)C3CCCCC3C2=O)cc1 (stereo not drawn)	5%	.	7	.	-3%	0%	.	i	5%

Assay outcomes: PubChem, National Center for Advancing Translational Sciences (NCATS)
